Screens: PubChem, National Center for Advancing Translational Sciences (NCATS)
Apoferritin bind: candidate novel general anesthetic via apoferritin binding; apoferritin/1-aminoanthracene competitive binding, fluorescence; Potency, µM (titrated, usually from 77.5 µM), without a hit: at the highest dose activity change, negative = displacement, most hits filed as inhibitors; actives 0.074% (n = 350,000); AID 485281; note: potency is the fitted concentration of half-maximal effect; % is set by controls: 0 for no effect and ±100 for the full control effect; nearly all actives have a fitted effect of over 20% in size
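Horse-spleen apoferritin (10 uM) in 50% saturated 1-aminoanthracene in PBS was incubated 10 min at room temperature with compound. Fluorescence (ex 380, em 535 nm) was normalized to free and bound 1-AMA, with concentration-response fitted by a four-parameter Hill equation.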
POLI inh: blocks human DNA polymerase iota activity; Q9UNA4; actives 1% (n = 390,000); AID 588590; Potency, µM (top dose mostly 115 µM), for the others: at the top dose activity, negative = inhibition, actives largely listed as inhibitors; Pol iota fluorescent replication assay, 10 min; note: potency is the fitted concentration of half-maximal effect
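Fluorescent replication assay read twice, at 0 min and 10 min after adding 50 nM (final) substrate. Enzyme (10 nM) and compounds were first incubated 15 min at room temperature; enzyme-free buffer wells were negative controls.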
RXFP1 antagonist: blocks the human relaxin receptor RXFP1; actives 0.59% (n = 350,000); activity change, negative = inhibition, % at 57.5 µM; HEK293-RXFP1, relaxin-stimulated cAMP HTRF, 30 min; hits give low values; AID 1259400;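 active = activity change of -60% or lower, but not beyond a set lower limit; inconclusive = change between -60% and -40%, or beyond the set limit; inactive = change above -40%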; note: % is set by controls: 0 for no effect and ±100 for the full control effect
Pol kappa inh: blocks human DNA polymerase kappa activity | actives 0.53% (n = 400,000) | Q9UBT6 | Potency, µM (doses to about 107 µM), without a hit: at the highest dose activity, negative = inhibition, most hits filed as inhibitors | AID 588579 | purified Pol kappa, fluorescent DNA synthesis assay, 10 min; note: potency is the fitted concentration of half-maximal effect; % is set by controls: 0 for no effect and ±100 for the full control effect
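Enzyme at 10 nM met test compounds for 15 min at room temperature. Substrate addition (50 nM final) began the reaction, which was monitored by fluorescence at 0 and 10 min.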
Pol beta inh: blocks human DNA polymerase beta activity. P06746. Pol beta primer extension/strand displacement, fluorescence kinetic. Potency, µM (titrated, usually from 114 µM), inactives show at the top dose activity change, negative = inhibition, usual class: inhibitors. actives 1.3% (n = 340,000). AID 485314; note: potency is the fitted concentration of half-maximal effect; % is set by controls: 0 for no effect and ±100 for the full control effect
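10 nM enzyme + cpd, 15 min RT; start with substrate 50 nM final; read 0 min and after 10 min RT. Corrected, normalized data; 4-parameter Hill curve fit.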
APE1 inh: blocks human APE1 abasic DNA cleavage; P27695; recombinant APE1, TAMRA/BHQ-2 abasic DNA cleavage fluorescence; Potency, µM (series often up to 65.8 µM), for the others: at the top dose activity change, negative = inhibition, usual class: inhibitors; actives 0.35% (n = 350,000);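 note: potency is the fitted concentration of half-maximal effect; plate controls were vehicle for no effect and reference inhibitor for full effect; nearly all actives have a fitted effect of over 55% in size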
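Incision of a quenched TAMRA/BHQ-2 THF abasic-site duplex (50 nM) by 0.75 nM APE1, after 15 min compound preincubation, measured as fluorescence increase over three 60 s reads. Values normalized to buffer, DMSO and NSC13755 control wells.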
Tb PGK inh: blocks T. brucei phosphoglycerate kinase; PGK/GAPDH coupled, Kinase-Glo luminescence, 60 min; Potency, µM (series often up to 57.5 µM), for the others: at the highest dose activity change, negative = inhibition, usual class: inhibitors; actives 0.043% (n = 380,000); AID 602233; note: potency is the fitted concentration of half-maximal effect; % is set by controls: 0 for no effect and ±100 for the full control effect; nearly all actives have a fitted effect of over 60% in size
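Luminescent ATP detection (Kinase-Glo Plus) follows a 60-minute room-temperature incubation, with wells lacking PGK as controls. Buffer: 100 mM TEA (pH 7.6), 5 mM MgCl2, 0.01% Tween-20. Coupling enzyme GAPDH (100 nM final) supplies unstable 1,3-BPG in-well.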
BLM helicase inh: inhibitors of human Bloom syndrome helicase BLM. actives 0.2% (n = 350,000). recombinant BLM DNA unwinding, fluorescence dequenching. AID 2528. P54132. Potency, µM (top dose mostly 56.1 µM), inactives show at the highest dose activity change, negative = inhibition, most hits filed as inhibitors;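 note: potency is the fitted concentration of half-maximal effect; plate controls were vehicle for no effect and no enzyme for full effect; nearly all actives have a fitted effect of over 35% in size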
Target sequence (P54132 whole entry, looked up): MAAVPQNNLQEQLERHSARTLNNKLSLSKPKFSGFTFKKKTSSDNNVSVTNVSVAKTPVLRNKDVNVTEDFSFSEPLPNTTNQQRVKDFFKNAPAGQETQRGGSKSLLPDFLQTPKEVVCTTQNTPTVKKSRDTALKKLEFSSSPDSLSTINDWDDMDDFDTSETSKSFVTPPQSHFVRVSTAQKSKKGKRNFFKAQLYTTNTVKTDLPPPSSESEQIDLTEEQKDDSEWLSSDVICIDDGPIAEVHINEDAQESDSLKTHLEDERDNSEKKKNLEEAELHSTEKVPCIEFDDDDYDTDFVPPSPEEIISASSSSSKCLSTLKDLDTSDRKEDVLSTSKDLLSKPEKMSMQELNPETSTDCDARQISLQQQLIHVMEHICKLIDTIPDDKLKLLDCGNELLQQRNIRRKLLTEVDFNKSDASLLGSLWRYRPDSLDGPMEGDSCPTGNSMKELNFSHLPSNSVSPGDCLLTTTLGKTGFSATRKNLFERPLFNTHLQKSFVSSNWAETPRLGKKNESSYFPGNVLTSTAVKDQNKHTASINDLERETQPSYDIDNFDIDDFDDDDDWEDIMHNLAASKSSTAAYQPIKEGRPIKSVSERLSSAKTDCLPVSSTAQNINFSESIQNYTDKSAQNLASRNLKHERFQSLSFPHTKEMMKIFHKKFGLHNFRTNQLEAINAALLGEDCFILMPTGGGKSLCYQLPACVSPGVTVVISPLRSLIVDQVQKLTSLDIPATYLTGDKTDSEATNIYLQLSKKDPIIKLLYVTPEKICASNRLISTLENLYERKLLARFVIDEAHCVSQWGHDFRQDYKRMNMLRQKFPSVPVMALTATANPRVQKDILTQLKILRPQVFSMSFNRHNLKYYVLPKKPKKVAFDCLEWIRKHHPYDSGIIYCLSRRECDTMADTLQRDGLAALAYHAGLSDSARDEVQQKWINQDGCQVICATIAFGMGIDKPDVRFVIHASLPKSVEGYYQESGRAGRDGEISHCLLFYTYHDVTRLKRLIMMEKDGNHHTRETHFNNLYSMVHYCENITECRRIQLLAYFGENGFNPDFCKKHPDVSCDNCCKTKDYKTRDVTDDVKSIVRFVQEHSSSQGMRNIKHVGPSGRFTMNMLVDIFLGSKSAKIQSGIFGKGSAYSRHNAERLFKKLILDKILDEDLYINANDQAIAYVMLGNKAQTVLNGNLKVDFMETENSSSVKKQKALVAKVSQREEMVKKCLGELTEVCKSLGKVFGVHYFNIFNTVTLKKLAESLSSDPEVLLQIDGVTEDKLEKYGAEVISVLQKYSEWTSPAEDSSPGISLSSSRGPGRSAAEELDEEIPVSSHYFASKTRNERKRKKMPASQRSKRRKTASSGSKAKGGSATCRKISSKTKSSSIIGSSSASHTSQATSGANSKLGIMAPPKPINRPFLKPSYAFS
Pol eta inh: inhibitors of human DNA polymerase eta; Q9Y253; recombinant Pol eta, fluorescent DNA replication assay; Potency, µM (doses to about 114 µM), for the others: at the highest dose activity change, negative = inhibition, most hits filed as inhibitors; actives 1.2% (n = 390,000); note: potency is the fitted concentration of half-maximal effect; % is set by controls: 0 for no effect and ±100 for the full control effect
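Pol eta at 10 nM preincubated with compounds 15 min at room temperature; reaction started with fluorescent substrate (50 nM final) and read kinetically at 0 and 10 min.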
Starred values were filed as active, the others as inactive; i = inactive; ? = inconclusive; · = no result given; & = joins results of further samples; [ ] = another dose, or the depositor's remark. Unless noted, calls come from the whole dose curve; as a rule, active = well fitted curve in the direction sought with a large enough effect; inconclusive = small, poorly fitted or top-dose-only effect, or another doubt; inactive = no such curve, though single readings can be large; an effect the other way counts as inactive or inconclusive. Only part of the results is shown; the hit share may differ from the screen's.

#1 CC(C)c1ccc(N2C(=O)CC(NNC(=O)c3ccccc3Cl)C2=O)cc1 (stereo not given)
#2 CC1/C(=N/O)CC(c2ccccc2)NC1c1ccccc1 (stereo not given)
#3 CC(C)(C)NC(=O)C1(N2C(=O)c3ccccc3C2=O)CCCC1
#4 Cc1c(/C(O)=C2/C(=O)C(=O)N(Cc3cccnc3)C2c2ccccn2)cnn1-c1ccccc1 (stereo not given)
#5 COc1ccc(-c2csc3ncnc(Nc4cccc(F)c4)c23)cc1

assay / entry	1	2	3	4	5
Apoferritin bind	0%	-12%	·	-11%	77%[activator]
POLI inh	-5%	5%	29%	17%	-11%
RXFP1 antagonist	-5	17	-10	0	1
Pol kappa inh	-6%	-17%	-8%	0%	-4%[60.1 µM]
Pol beta inh	0%	21%	·	-12%	6%
APE1 inh	-8%	0%	·	0%	·
Tb PGK inh	-1%	-10%	-7%	i	5%
BLM helicase inh	-4%	-2%	·	-3%	-1%
Pol eta inh	-12%	-10%	3%	-11%	-9%

A draw from above in order of number of heavy atoms, rising.
#2 CC1/C(=N/O)CC(c2ccccc2)NC1c1ccccc1 (stereo not given)
#3 CC(C)(C)NC(=O)C1(N2C(=O)c3ccccc3C2=O)CCCC1
#5 COc1ccc(-c2csc3ncnc(Nc4cccc(F)c4)c23)cc1
#1 CC(C)c1ccc(N2C(=O)CC(NNC(=O)c3ccccc3Cl)C2=O)cc1 (stereo not given)
#4 Cc1c(/C(O)=C2/C(=O)C(=O)N(Cc3cccnc3)C2c2ccccn2)cnn1-c1ccccc1 (stereo not given)

assay / entry	2	3	5	1	4
Apoferritin bind	-12%	·	77%[activator]	0%	-11%
POLI inh	5%	29%	-11%	-5%	17%
RXFP1 antagonist	17	-10	1	-5	0
Pol kappa inh	-17%	-8%	-4%[60.1 µM]	-6%	0%
Pol beta inh	21%	·	6%	0%	-12%
APE1 inh	0%	·	·	-8%	0%
Tb PGK inh	-10%	-7%	5%	-1%	i
BLM helicase inh	-2%	·	-1%	-4%	-3%
Pol eta inh	-10%	3%	-9%	-12%	-11%

Going on with the list:
#6 CC(=O)N1c2ccccc2C(=O)C1N1CCCCC1 (stereo not given)
#7 COc1cccc(N2CCN(c3ccc4nnc(CCC(=O)Nc5ccc(F)cc5F)n4n3)CC2)c1
#8 O=C(Oc1ccc(Br)cc1C(=S)N1CCOCC1)c1cccc([N+](=O)[O-])c1
#9 CSCCC(=O)N1CCC(CCC(=O)NC2CC2)CC1
#10 CC(C)C1C(C#N)=C(N)Oc2n[nH]c(-c3cccs3)c21 (stereo not given)

assay / entry	6	7	8	9	10
Apoferritin bind	6%	-10%	-11%	0%	-12%
POLI inh	15%	-13%	7%	4%	15%
RXFP1 antagonist	9	-14	-11	-5	-9
Pol kappa inh	-10%	-5%	-14%	2%	-11%
Pol beta inh	31%	24%	6%	12%	7%
APE1 inh	11%	47%[activator]	15%	43%[activator]	-1%
Tb PGK inh	-7%	-10%	7%	-7%	1%
BLM helicase inh	-10%	-1%	-5%	-1%	-3%
Pol eta inh	2%	0%	2%	-21%	-6%

#11 COc1ccc(S(=O)(=O)Nc2cccc3c2O[C@H](CN(C)Cc2ccc(C(=O)O)cc2)[C@@H](C)CN([C@H](C)CO)C3=O)cc1
#12 COc1ccc(C2=C/C(=C\c3ccccc3OC(C)=O)C(=O)O2)cc1
#13 COc1ccccc1C(=O)Nc1nc2n(n1)C(c1ccc(F)cc1)C=C(c1ccc(Cl)cc1)N2 (stereo not given)
#14 COc1ccc(NC(=O)Cn2nc(Cc3cccnc3)c3ccccc3c2=O)c(OC)c1
#15 COc1cccc(Cn2cc(C)cc(NC(=O)NCc3ccccc3)c2=O)c1

assay / entry	11	12	13	14	15
Apoferritin bind	·	-5%	-16%	7%	?
POLI inh	-1%	-11%	27%	-11%	9%
RXFP1 antagonist	·	-3	0	1	8
Pol kappa inh	0%	-5%	1%	8%	-4%
Pol beta inh	·	-10%	9%	7%	18%
APE1 inh	-10%	3%	·	3%	33%
Tb PGK inh	1%	-6%	9%	-2%	-6%
BLM helicase inh	·	-2%	-1%	-2%	0%
Pol eta inh	0%	-12%	-11%	-15%	-10%

#16 Cn1cnc(S(=O)(=O)NCc2cccs2)c1
#17 Cc1nc(CSc2nnc(C)s2)cs1
#18 COc1ccc(CNC(=O)c2ccc(N(C)S(=O)(=O)c3ccc(C)cc3)cc2)cc1
#19 CC(=O)N1c2ccc(S(=O)(=O)N3CCCC3)cc2CC1C(=O)NC(C)C (stereo not given)
#20 CCC(=O)Nc1nnc(C(C)(C)C)s1

assay / entry	16	17	18	19	20
Apoferritin bind	-1%	-10%	91%[activator]	-9%	-9%
POLI inh	1%	-4%	-1%	-18%	13%
RXFP1 antagonist	-5	-7	2	3	-11
Pol kappa inh	-12%	1%	-18%	-14%	5%
Pol beta inh	-17%	3%	11%	17%	-2%
APE1 inh	1%	-7%	-7%	51%[activator]	0%
Tb PGK inh	-4%	0%	2%	3%	-1%
BLM helicase inh	0%	0%	-11%	1%	-2%
Pol eta inh	4%	-12%	-15%	-11%	-6%

#21 CC[C@H](C)[C@H](NC(=O)[C@H](CCCNC(=N)N)NC(=O)[C@H](CCCNC(=N)N)NC(=O)[C@H](CC(C)C)NC(=O)[C@H](Cc1ccccc1)NC(=O)CNC(=O)CNC(=O)[C@@H](N)Cc1ccc(O)cc1)C(=O)N[C@@H](CCCNC(=N)N)C(=O)N1CCC[C@H]1C(=O)N[C@@H](CCCCN)C(=O)N[C@@H](CC(C)C)C(=O)N[C@@H](CCCCN)C(=O)N[C@@H](Cc1c[nH]c2ccccc12)C(=O)N[C@@H](CC(=O)O)C(=O)N[C@@H](CC(N)=O)C(=O)N[C@@H](CCC(N)=O)C(=O)O
#22 COc1ccc(CCNC(=O)CSc2ccccn2)cc1
#23 O=C(O)C1C2C=CC3(CN(Cc4ccco4)C(=O)C13)O2 (stereo not given)
#24 O=C(NCCC1=CCCCC1)c1cc(-c2ccncc2)nc2ccccc12
#25 COc1cccc(N2C(=O)C3C(C2=O)C2C=CC3C23CC3)c1 (stereo not given)

assay / entry	21	22	23	24	25
Apoferritin bind	0%	-7%	1%	-19%	4%
POLI inh	·	11%	32%[activator]	58%[activator]	10%
RXFP1 antagonist	·	-2	·	-1	-2
Pol kappa inh	13%[60.1 µM]	0%	-14%	-11%	0%
Pol beta inh	·	-2%	1%	-15%	-17%
APE1 inh	-2%	9%	-1%	-5%	-1%
Tb PGK inh	·	9%	-15%	-1%	-3%
BLM helicase inh	30%[activator]	-11%	2%	-8%	-1%
Pol eta inh	·	-10%	?	-6%	-9%

#26 COc1cc(C(C)=O)ccc1OCC(=O)OC(C)C(=O)c1ccc(F)cc1 (stereo not given)
#27 COc1ccccc1CNC(=O)C1CCN(S(=O)(=O)c2cccc3nonc23)CC1
#28 Cc1ccc(S(=O)(=O)N2CCC(C(=O)N3CCc4ccccc43)CC2)cc1
#29 CCSc1nc(-c2ccccc2)c(-c2ccccc2)n1CC(O)CO (stereo not given)
#30 O=C(CC(Nc1ccc(F)cc1)c1ccccc1)c1ccccc1 (stereo not given)

assay / entry	26	27	28	29	30
Apoferritin bind	·	-3%	-10%	-6%	-2%
POLI inh	-2%	21%	20%	4%	5%
RXFP1 antagonist	2	7	-4	2	-12
Pol kappa inh	-7%	0%	-4%	-6%	-7%
Pol beta inh	·	4%	48%	-2%	-13%[57.1 µM]
APE1 inh	-8%	22%	4%	19%	5%
Tb PGK inh	-1%	-11%	6%	1%	-7%
BLM helicase inh	·	-5%	-1%	-3%	-8%
Pol eta inh	-2%	-11%	-22%	-19%	-3%

#31 C/C(=N\Nc1ncc(Cl)cc1Cl)c1ccc(N2CCOCC2)cc1
#32 COC(=O)CN1C(=O)C(O)(CC(=O)c2ccc(Br)cc2)c2ccccc21 (stereo not given)
#33 Cc1ccc(CNC(C)c2ccccc2)s1 (stereo not given)
#34 Cc1ccc(CN(C(=O)COc2ccc(F)cc2)C2CCS(=O)(=O)C2)o1 (stereo not given)
#35 COC(=O)C1CCN(C(=O)C2CCN(C(=O)[C@H](C)NS(=O)(=O)c3ccc(C)cc3)CC2)CC1

assay / entry	31	32	33	34	35
Apoferritin bind	?	-17%	5%	-1%	-3%
POLI inh	137%[activator]	-8%	-25%	-4%	3%
RXFP1 antagonist	-26	·	·	-3	·
Pol kappa inh	-3%	-3%	-4%	-14%	0%
Pol beta inh	-4%	8%	18%	15%	51%
APE1 inh	4%	9%	·	·	18%
Tb PGK inh	3%	i	-1%	·	-4%
BLM helicase inh	-2%	-5%	-1%	2%	-4%
Pol eta inh	-5%	-13%	7%	·	-26%

#36 CCn1nc(C)c(NC(=O)c2ccc(Br)o2)c1C
#37 Cn1c(=O)c2c(ncn2CCOC(=O)C(C)(C)Oc2ccc(Cl)cc2)n(C)c1=O
#38 COc1ccc(NC(=O)c2cc(S(=O)(=O)N3CCc4ccccc43)cn2C)c(OC)c1
#39 O=C(O)C1CCCCC1C(=O)N1CC=C(c2ccccc2)CC1 (stereo not given)
#40 CN1CCN(CCCn2cnc3c(=O)oc4ccccc4c32)CC1
#41 Cc1ccc(OCC(=O)NNC(=O)c2cccnc2)cc1C
#42 CCOC(=O)C1=C(C)NC(C)=C(C(=O)OCC)C1C(=O)OCC(=O)N1CCCCC1CC (stereo not given)
#43 O=C(CN1C(=O)S/C(=C\c2ccccc2)C1=O)NC1CCS(=O)(=O)C1 (stereo not given)

assay / entry	36	37	38	39	40	41	42	43
Apoferritin bind	-10%	·	-10%	-10%	5%	-6%	1%	2%
POLI inh	8%	·	-5%	22%	3%	15%	9%&19%	45%[activator]
RXFP1 antagonist	1	17	-6	1	4	-13	-11&1	6
Pol kappa inh	-19%	6%[19.4 µM]	-15%	3%	-1%	-1%	3%&0%	10%
Pol beta inh	3%	·	-12%	1%	?	3%	27%	42%
APE1 inh	-4%	·	13%	-2%	-3%	31%[activator]	15%	39%
Tb PGK inh	-2%	-10%	5%	5%	20%	-3%	-3%&6%	-12%
BLM helicase inh	-4%	-7%	-7%	6%	-9%	-6%	0%	0%
Pol eta inh	-8%	-17%	-16%	-19%	-15%	-15%	-7%&-17%	-2%
